Bioassay records as filed in PubChem.
NCI-60 one-dose screen, 48 h, at 10 µM unless noted. Numbers give growth in % (100 = growth as untreated, 0 = no growth, -100 = all killed).
OVCAR-4: OVCAR-4 ovarian cancer cells | 80,000 tested, 3.7% active
DU-145: DU-145 prostate cancer | 81,000 tested, 4.2% active
OVCAR-8: OVCAR-8 ovarian cancer | 81,000 tested, 4.4% active
OVCAR-3: OVCAR-3 ovarian cancer | 79,000 tested, 7% active
SK-OV-3: SK-OV-3 ovarian cancer cells; 80,000 tested, 3.2% active
NCI/ADR-RES: NCI/ADR-RES ovarian cells; 81,000 tested, 4.4% active
OVCAR-5: OVCAR-5 ovarian cancer; 82,000 tested, 2.9% active; AID 1794783
IGROV1: IGROV1 ovarian cancer; AID 1794786; 79,000 tested, 4.7% active
An asterisk follows results filed as active. How the source made its calls: active means growth percent below 10; inactive means the rest.

A first look (2 entries):
What do the screens show for `COC(=O)C[C@](O)(CCCC(C)(C)O)C(=O)O[C@H]1C(OC)=C[C@@]23CCCN2CCc2cc4c(cc2[C@@H]13)OCO4`?
OVCAR-4: -14*; DU-145: -12*; OVCAR-8: -35*; OVCAR-3: -28*; SK-OV-3: 2.0*; NCI/ADR-RES: 96; OVCAR-5: -15*; IGROV1: -16*

How did CC(C)c1ccc(O)c(Cc2cc(C(C)C)ccc2O)c1 do in these assays?
OVCAR-4: 87; DU-145: 97; OVCAR-8: 87; OVCAR-3: 98; SK-OV-3: 92; NCI/ADR-RES: 91; OVCAR-5: 105; IGROV1: 86

Main list, from the start:
What do the screens show for `COC(=O)C[C@](O)(CCCC(C)(C)O)C(=O)O[C@H]1C(OC)=C[C@@]23CCCN2CCc2cc4c(cc2[C@@H]13)OCO4`?
OVCAR-4: -14*; DU-145: -12*; OVCAR-8: -35*; OVCAR-3: -28*; SK-OV-3: 2.0*; NCI/ADR-RES: 96; OVCAR-5: -15*; IGROV1: -16*

How did CC(C)c1ccc(O)c(Cc2cc(C(C)C)ccc2O)c1 do in these assays?
OVCAR-4: 87; DU-145: 97; OVCAR-8: 87; OVCAR-3: 98; SK-OV-3: 92; NCI/ADR-RES: 91; OVCAR-5: 105; IGROV1: 86

How did O=CNc1c(Br)cc2c(c1Br)Cc1cc(Br)ccc1-2 do in these assays?
OVCAR-4: 102; DU-145: 106; OVCAR-8: 90; OVCAR-3: 92; SK-OV-3: 75; NCI/ADR-RES: 95; OVCAR-5: 99; IGROV1: 56

How did O=S(=O)(Nc1nnc(-c2ccccc2)s1)c1ccccc1 do in these assays?
OVCAR-4: 113; DU-145: 114; OVCAR-8: 96; OVCAR-3: 112; SK-OV-3: 98; NCI/ADR-RES: 113; OVCAR-5: 104; IGROV1: 103

What do the screens show for `O=C(NNC(=O)c1cccc2ccccc12)c1cccc(Br)c1`?
OVCAR-4: 105; DU-145: 109; OVCAR-8: 110; OVCAR-3: 114; SK-OV-3: 113; NCI/ADR-RES: 106; OVCAR-5: 112; IGROV1: 142

Results for CCNc1cc2oc(=O)cc(C)c2cc1C ?
OVCAR-4: 92; OVCAR-8: 104; OVCAR-3: 107; SK-OV-3: 106; NCI/ADR-RES: 99; OVCAR-5: 103; IGROV1: 96

How did CS(=O)(=O)c1ccc(/C(=N/N=C(N)N)c2ccc(F)cc2)cc1 do in these assays?
OVCAR-4: 101; DU-145: 106; OVCAR-8: 98; OVCAR-3: 96; SK-OV-3: 108; NCI/ADR-RES: 96; OVCAR-5: 115; IGROV1: 110

Results for CCOC(=O)CSC1=Nc2c(c(-c3ccccc3)cn2-c2ccc(C)cc2)C2=NCCN12 ?
OVCAR-4: 94; DU-145: 109; OVCAR-8: 100; OVCAR-3: 102; SK-OV-3: 101; NCI/ADR-RES: 98; OVCAR-5: 105; IGROV1: 83

What do the screens show for `Cc1ccc2nc(C[n+]3ccc4ccccc4c3)ccc2c1`?
OVCAR-4: 44; DU-145: 76; OVCAR-8: 58; OVCAR-3: 53; SK-OV-3: 70; NCI/ADR-RES: 104; OVCAR-5: 80; IGROV1: 60

What do the screens show for `Cc1cc(C)n(C(=O)c2c(C)[nH]c(-c3nc4ccccc4[nH]3)c2C)n1`?
OVCAR-4: 83; DU-145: 96; OVCAR-8: 96; OVCAR-3: 98; NCI/ADR-RES: 104; OVCAR-5: 102; IGROV1: 101

What do the screens show for `CC(=O)Nc1nc(-c2ccc(F)c(NS(=O)(=O)c3cccc4c(N(C)C)cccc34)c2)cs1`?
OVCAR-4: 60; DU-145: 90; OVCAR-8: 81; OVCAR-3: 69; SK-OV-3: 125; NCI/ADR-RES: 80; OVCAR-5: 102; IGROV1: 76

How did NC(CCCCNC=O)C(=O)O (stereo not drawn) do in these assays?
OVCAR-4: 96; DU-145: 113; OVCAR-8: 116; OVCAR-3: 114; SK-OV-3: 103; NCI/ADR-RES: 111; OVCAR-5: 102; IGROV1: 103

How did COC1=CC(c2ccc[nH]2)=N/C1=C\c1[nH]c(C)c(CCCn2cc(CCCCCCCCC[C@@H]3Cc4cc(O)ccc4C4CC[C@]5(C)[C@@H](O)CC[C@H]5C43)nn2)c1C (stereo partly drawn) do in these assays?
DU-145: 33; OVCAR-8: 70; OVCAR-3: 63; SK-OV-3: 84; NCI/ADR-RES: 70; OVCAR-5: 32; IGROV1: 78

How did CC(=O)Nc1cc(OCc2ccccc2)c2nc(NC(=O)c3[nH]c(C)c(Cl)c3Cl)sc2c1 do in these assays?
OVCAR-4: 102; DU-145: 91; OVCAR-8: 66; OVCAR-3: 105; SK-OV-3: 138; NCI/ADR-RES: 78; OVCAR-5: 104; IGROV1: 86

Results for CCN(CC)c1ncnc2c1ncn2Cc1nnc2c3ccccc3c(Cl)nn12 ?
OVCAR-4: 83; DU-145: 93; OVCAR-8: 91; OVCAR-3: 83; SK-OV-3: 121; NCI/ADR-RES: 87; OVCAR-5: 107; IGROV1: 68

What do the screens show for `CCn1c(=N)c(S(=O)(=O)c2ccccc2)cc2c(=O)n3ccccc3nc21`?
OVCAR-4: 107; DU-145: 107; OVCAR-8: 95; OVCAR-3: 107; SK-OV-3: 103; NCI/ADR-RES: 94; OVCAR-5: 102; IGROV1: 111

What do the screens show for `Ic1ccc2c(c1)C1c3ccccc3C2c2ccccc21`?
OVCAR-4: 92; DU-145: 104; OVCAR-8: 102; OVCAR-3: 115; SK-OV-3: 104; NCI/ADR-RES: 87; OVCAR-5: 89; IGROV1: 95

How did COc1cccc(CCC2C(=O)CCCC2=O)c1 do in these assays?
OVCAR-4: 124; DU-145: 105; OVCAR-8: 116; OVCAR-3: 100; SK-OV-3: 102; NCI/ADR-RES: 110; OVCAR-5: 103; IGROV1: 111

What do the screens show for `CC1=CCC(C(C)C)C=C1` (stereo not drawn)?
OVCAR-4: 105; DU-145: 105; OVCAR-8: 104; OVCAR-3: 105; SK-OV-3: 105; NCI/ADR-RES: 106; OVCAR-5: 105; IGROV1: 108

What do the screens show for `Cc1ccc(C(=O)C/C(=C/c2ccc(-c3ccc(Cl)cc3)o2)C(=O)NCc2ccc(F)cc2)cc1`?
OVCAR-4: 88; DU-145: 95; OVCAR-8: 81; OVCAR-3: 106; SK-OV-3: 100; NCI/ADR-RES: 83; OVCAR-5: 91; IGROV1: 97

5 structures already listed, arranged by count of non-hydrogen atoms, high to low.
What do the screens show for `CC(=O)Nc1nc(-c2ccc(F)c(NS(=O)(=O)c3cccc4c(N(C)C)cccc34)c2)cs1`?
OVCAR-4: 60; DU-145: 90; OVCAR-8: 81; OVCAR-3: 69; SK-OV-3: 125; NCI/ADR-RES: 80; OVCAR-5: 102; IGROV1: 76

How did CS(=O)(=O)c1ccc(/C(=N/N=C(N)N)c2ccc(F)cc2)cc1 do in these assays?
OVCAR-4: 101; DU-145: 106; OVCAR-8: 98; OVCAR-3: 96; SK-OV-3: 108; NCI/ADR-RES: 96; OVCAR-5: 115; IGROV1: 110

What do the screens show for `Ic1ccc2c(c1)C1c3ccccc3C2c2ccccc21`?
OVCAR-4: 92; DU-145: 104; OVCAR-8: 102; OVCAR-3: 115; SK-OV-3: 104; NCI/ADR-RES: 87; OVCAR-5: 89; IGROV1: 95

How did COc1cccc(CCC2C(=O)CCCC2=O)c1 do in these assays?
OVCAR-4: 124; DU-145: 105; OVCAR-8: 116; OVCAR-3: 100; SK-OV-3: 102; NCI/ADR-RES: 110; OVCAR-5: 103; IGROV1: 111

What do the screens show for `CC1=CCC(C(C)C)C=C1` (stereo not drawn)?
OVCAR-4: 105; DU-145: 105; OVCAR-8: 104; OVCAR-3: 105; SK-OV-3: 105; NCI/ADR-RES: 106; OVCAR-5: 105; IGROV1: 108

Later entries.
How did CC/C=C\C[C@H](O)C/C=C1/C(=O)C=C[C@@H]1C/C=C\CCCCO do in these assays?
OVCAR-4: 50; DU-145: 28; OVCAR-8: -27*; OVCAR-3: 2.4*; SK-OV-3: 83; NCI/ADR-RES: 9.5*; OVCAR-5: 39; IGROV1: 16

What do the screens show for `CC(=O)OC[C@H]1OC(Sc2sc(C(=O)c3ccc(Cl)cc3)c(N)c2-c2nc3ccccc3s2)[C@H](OC(C)=O)[C@@H](OC(C)=O)[C@H]1OC(C)=O` (stereo partly drawn)?
OVCAR-4: 50; DU-145: 109; OVCAR-8: 84; OVCAR-3: 70; SK-OV-3: 63; NCI/ADR-RES: 87; OVCAR-5: 103; IGROV1: 64

Results for CC(=O)Nc1c(Cl)c(Cl)c2c(c1Cl)Cc1cc(Cl)ccc1-2 ?
OVCAR-4: 70; DU-145: 109; OVCAR-8: 87; OVCAR-3: 96; SK-OV-3: 91; NCI/ADR-RES: 93; OVCAR-5: 101; IGROV1: 46

How did COC(=O)[C@]1(C)CCC[C@]2(C)[C@H]3C[C@@H]4[C@H]5[C@@H]6C/C(=C\c7cccnc7)C(=O)[C@H]5[C@@]3(CC[C@H]21)CC4(C(C)C)O6 do in these assays?
OVCAR-4: 81; DU-145: 96; OVCAR-8: 93; OVCAR-3: 99; SK-OV-3: 107; NCI/ADR-RES: 91; OVCAR-5: 103; IGROV1: 39

How did CN1NC(c2ccccc2)NN(C)C1=O do in these assays?
OVCAR-4: 101; DU-145: 122; OVCAR-8: 103; OVCAR-3: 112; SK-OV-3: 104; NCI/ADR-RES: 101; OVCAR-5: 109; IGROV1: 109

Results for O=C(CN1CCCCC1)Nc1nc2ccc(NCc3ccc(F)cc3)cc2s1 ?
OVCAR-4: 84; DU-145: 101; OVCAR-8: 72; OVCAR-3: 104; SK-OV-3: 80; NCI/ADR-RES: 87; OVCAR-5: 96; IGROV1: 96

What do the screens show for `COc1cc(-n2cc(-c3ccc(Cl)cc3)n(C(C)=O)c2=O)cc(OC)c1OC`?
OVCAR-4: 79; DU-145: 104; OVCAR-8: 98; OVCAR-3: 75; SK-OV-3: 94; NCI/ADR-RES: 95; OVCAR-5: 91; IGROV1: 137

Results for CC(=O)n1nc(C(=O)OC(C)(C)c2ccccc2)c2ccccc21 ?
OVCAR-4: 93; DU-145: 111; OVCAR-8: 95; OVCAR-3: 101; SK-OV-3: 88; NCI/ADR-RES: 90; OVCAR-5: 81; IGROV1: 97

Results for O=C(CSc1nc2ccccc2c(=O)[nH]1)c1ccc(-c2ccccc2)cc1 ?
OVCAR-4: 94; DU-145: 100; OVCAR-8: 75; OVCAR-3: 109; SK-OV-3: 86; NCI/ADR-RES: 94; OVCAR-5: 95; IGROV1: 91

How did COc1cc2c3c(n(C4CCNCC4)c(=O)c2cc1OC)-c1cc2c(cc1C3=O)OCO2 do in these assays?
OVCAR-4: -23*; DU-145: -93*; OVCAR-8: -43*; OVCAR-3: -89*; SK-OV-3: -42*; NCI/ADR-RES: -40*; OVCAR-5: -67*; IGROV1: -57*

What do the screens show for `Cc1cc(O)c(C(=O)c2c[nH]c(=O)c(-c3ccc([N+](=O)[O-])cc3)c2)cc1C`?
OVCAR-4: 97; DU-145: 108; OVCAR-8: 105; OVCAR-3: 111; SK-OV-3: 115; NCI/ADR-RES: 105; OVCAR-5: 106; IGROV1: 103

What do the screens show for `CC[N+](C)(CC)Cc1cc(Nc2ccnc3cc(Cl)ccc23)ccc1O`?
OVCAR-4: 86; DU-145: 96; OVCAR-8: 92; OVCAR-3: 89; SK-OV-3: 103; NCI/ADR-RES: 99; OVCAR-5: 88; IGROV1: 87

How did CN1CCN2c3ccccc3Cc3ccccc3C2C1 (stereo not drawn) do in these assays?
OVCAR-4: 102; DU-145: 112; OVCAR-8: 94; OVCAR-3: 109; SK-OV-3: 117; NCI/ADR-RES: 86; OVCAR-5: 103; IGROV1: 98

Results for C/C(=C(/c1ccccc1)c1ccc(N2C(=O)c3cccc4c(NCc5ccccc5)ccc(c34)C2=O)cc1)c1ccccc1 ?
OVCAR-4: 101; DU-145: 101; OVCAR-8: 95; OVCAR-3: 110; SK-OV-3: 111; NCI/ADR-RES: 98; OVCAR-5: 102; IGROV1: 95

What do the screens show for `COc1ccc(/C=N/NC(=O)c2[nH]c3ccc(Br)cc3c2-c2ccccc2)s1`?
OVCAR-4: 75; DU-145: 20; OVCAR-8: 12; OVCAR-3: 23; SK-OV-3: 26; NCI/ADR-RES: 16; OVCAR-5: 51; IGROV1: 18

Results for COc1ccc(C2CCN(Cc3ccccc3)CCO2)cc1 (stereo not drawn) ?
OVCAR-4: 101; DU-145: 114; OVCAR-8: 101; OVCAR-3: 110; SK-OV-3: 108; NCI/ADR-RES: 101; OVCAR-5: 96; IGROV1: 106

Results for CNC(=O)c1cc(Oc2ccc3c(c2)sc2nc(-c4ccc(NC(C)=O)cc4)cn23)ccn1 ?
OVCAR-4: 83; DU-145: 23; OVCAR-8: 73; OVCAR-3: 75; SK-OV-3: 34; NCI/ADR-RES: 52; OVCAR-5: 90; IGROV1: 69

Results for COc1cc(Nc2nc(O)c(/C=C3\C=Nc4ccccc43)s2)cc(OC)c1OC ?
OVCAR-4: -64*; DU-145: -58*; OVCAR-8: -50*; OVCAR-3: -77*; SK-OV-3: -59*; NCI/ADR-RES: 11; OVCAR-5: -53*; IGROV1: -40*

Results for COc1cc(C=C2C(=O)NC(=S)NC2=O)cc(CN2CCOCC2)c1O ?
OVCAR-4: 114; DU-145: 113; OVCAR-8: 110; OVCAR-3: 107; SK-OV-3: 98; NCI/ADR-RES: 107; OVCAR-5: 102; IGROV1: 111

What do the screens show for `C#Cc1nc(C2=C(C)C(O)CC2)cs1` (stereo not drawn)?
OVCAR-4: 115; DU-145: 110; OVCAR-8: 107; OVCAR-3: 120; SK-OV-3: 89; NCI/ADR-RES: 36; OVCAR-5: 120; IGROV1: 5.4*

Results for Cc1ccc(NC(=O)Nc2sc(=S)c3c(c2C#N)CCCC3)c(C)c1 ?
OVCAR-4: 100; DU-145: 100; OVCAR-8: 100; OVCAR-3: 101; SK-OV-3: 98; NCI/ADR-RES: 95; OVCAR-5: 96; IGROV1: 97

What do the screens show for `COC(=O)c1cc2oc(/C=C/C3=C(C(N)=O)C(=O)OC3(C)C)cc2n1Cc1ccccc1`?
OVCAR-4: 88; DU-145: 107; OVCAR-8: 91; OVCAR-3: 74; SK-OV-3: 102; NCI/ADR-RES: 80; OVCAR-5: 88; IGROV1: 80
